From PubChem BioAssay
HT1080 viability: cytotoxicity in HT1080 fibrosarcoma cells, cell-based, fluorescence readout (AID 620); HT1080 viability, fluorescence; higher % means a stronger effect; one-dose cytotoxicity, % at 10 µM; EC50 in µM for titrated hits; actives 0.42% (n = 87,000); in the data active = cytotoxicity above about 50%;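 also: cells exposed to compound overnight then 4 h with Alamar Blue; 0% = vehicle DMSO and 100% = killing control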
Numbers without * were called inactive. Not all compounds are listed; count on the stated rates, not on these rows.

smiles | HT1080 viability
CN1CC=C2C(C#N)=C(N)C(C#N)(C#N)[C@H](c3ccoc3)[C@H]2C1 | -8%
COC(=O)[C@@H]1C[C@@]2(O)[C@H](O)[C@H](O)[C@H](O)C[C@H]2N1Cc1ccc(C)s1 | 11%
Cc1ccc(-c2nnc(SCC(=O)Nc3ccc4c(c3)oc3ccccc34)n2C)c(Cl)c1 | -6%
CCCCNC(=O)C1CCN(C(=O)Nc2ccc(C)cc2)CC1 | 6%
CCC(C)NC(=O)c1ccccc1NC(=O)COc1ccc(OC)cc1 (centres undefined) | -11%
O=c1cc(/C=C/c2cccs2)[nH]c2ccccc12 | 12%
Cc1ccc(CN(CC(=O)NC2CCCC2)C(=O)CSc2nnc(COc3ccccc3)o2)cc1 | -8%
Cc1nc(NC(=O)c2ccccc2)sc1-c1csc(NCCc2ccccc2)n1 | -13%
Cc1cccc(NC(=O)N[C@@H](C)C(=O)O)c1 | -8%
CCCCOc1ccc(C(=O)NCc2ccncc2)cc1 | -4%
COc1ccc(C(=O)OC2CCN(C)CC2)cc1 | 3%
Cc1ccc(Cc2nc(-c3ccccn3)no2)cc1 | 2%
CCOC(=O)Cc1csc(NC(=O)COc2ccc3ccccc3c2)n1 | -12%
Cc1ccc(S(=O)(=O)NCCC(=O)O)cc1 | -5%
CC(=O)Nc1ccc(S(=O)(=O)Nc2nc3ccc(C)cc3s2)cc1 | 7%
CC(C)N1C(=S)SC(C)(C)C1n1oc(=O)n(-c2ccc(Cl)c(Cl)c2)c1=O (centres undefined) | 6%
COc1ccc(N(CC(=O)NC2CCCCC2)C(=O)CNC(=O)c2ccco2)c(OC)c1 | 2%
CCOP(=O)(c1ccccc1)C1(O)CCCCC1 (centres undefined) | 4%
CCc1nc2ccccc2n1CC(C)C(=O)O (centres undefined) | -5%
O=C(CCc1ccc(S(=O)(=O)N2CCOCC2)cc1)N1CCN(Cc2ccc3c(c2)OCO3)CC1 | -16%
O=C(CSc1ncccn1)N1CCN(C(c2ccccc2)c2ccccc2)CC1 | -14%
COC(=O)c1oc2ccccc2c1-n1cccc1 | -7%
Cc1c(F)cccc1NC(=O)CSCC(=O)Nc1ccccc1 | -4%
c1ccc(N2CCN(c3ncccn3)CC2)cc1 | -7%
CC(=O)Nn1cnc2c(c1=O)C1(CCCCC1)Cc1ccccc1-2 | -1%
c1ccc(-c2noc(C34CC5CC(CC(C5)C3)C4)n2)cc1 | -16%
O=S(=O)(c1ccc(N2CCC(c3ccc(Cl)cc3)=N2)cc1)N(CCO)CCO | -12%
CNc1nc2c(C)cccn2c(=O)c1C=NCc1ccccc1 | 10%
Cc1ccccc1NC(=O)CC(O)(C(F)(F)F)C(F)(F)F | 0%
Cc1c(C(=O)NCC2COc3ccccc3O2)oc2ccc(S(=O)(=O)N(C)C3CCCCC3)cc12 (centres undefined) | -2%
O=C(CSc1nnc(-c2cccc(Cl)c2)o1)Nc1ccc2c(c1)OCCO2 | -11%
CC(C)c1ccc(/C=N/n2nnnc2Nc2ccccc2)cc1 | 1%
O=C(CSCc1ccc(Cl)cc1)Nc1ccc2c(c1)OCO2 | 2%
Cc1cc2[nH]c(=O)c3ccccc3n2n1 | 12%
S=C1NCCOCCOCCOCCOCCNC(=S)NCCOCCOCCOCCOCCN1 | -16%
CCOC(=O)c1ccc(N2C(=O)CC(N3CCC(Nc4ccc(F)cc4)CC3)C2=O)cc1 (centres undefined) | 12%
O=C(NCC(c1cccs1)N1CCOCC1)c1ccc(Br)o1 (centres undefined) | 56%*
O=C(Nc1ccc(-c2nc3ccccc3o2)cc1)c1cc(-n2cnnc2)ccc1Cl | -8%
CC1(C(=O)NCCN2CCOCC2)C=CC2(CCCCC2)N1C(=O)c1ccccc1 (centres undefined) | -13%
Cc1ccc(-n2c(=O)c(C#N)cc3c(=O)n4cccc(C)c4nc32)cc1 | 6%
O=C1C2CC=CCC2C(=O)N1c1ncn[nH]1 (centres undefined) | 6%
CCCc1nnc(SCC(=O)N2CCCCC2C)n1CC (centres undefined) | 4%
Nc1ccc(Br)c2c1C(=O)c1ccccc1C2=O | -18%
CCCCn1cnc2sc(-c3ccccc3)cc2c1=O | -19%
CC(C)(c1ccccc1)c1ccc(OCCn2cnc3ccccc3c2=O)cc1 | -8%
O=C(NCc1ccncc1)Nc1ccc(Cl)cc1Cl | 9%
Cc1ccc(NC(=O)c2cc(NC(=O)c3ccco3)ccc2N2CCOCC2)cc1Cl | 16%
CNCCOc1ccccc1C(C)(C)C | 0%
O=C(CN1CCN(c2ccccc2)CC1)Nc1ccc(OCc2ccccc2)cc1 | 6%
C=CCNc1nc(NC(C)(C)CO)nc(OC)n1 | -8%
O=C(NCCCn1ccnc1)C(=O)NCc1ccc(Cl)cc1 | -8%
CCNC(=O)C1CC(=O)OC12CCCCC2 (centres undefined) | -20%
Cn1c(N2C(=O)CC(Cc3ccccc3)C2=O)nc2ccccc21 (centres undefined) | -2%
COc1ccccc1C(=O)O/N=C1/CCCc2c1ccc(OC)c2[N+](=O)[O-] | 5%
O=C(c1nn(Cc2ccccc2)c(=O)c2ccccc12)N1CCc2ccccc2C1 | -7%
CCC1=C(OC(=O)N(CC)CC)N2C(=O)OC(=NCCOC)[C@]2(C)[C@H]2C1=CC[C@H]1C(=O)N(CC)C(=O)[C@H]12 | -6%
COc1ccc(CCNc2nnc(C)c(=O)[nH]2)cc1OC | -8%
CCC(Cc1ccccc1)NC(=O)CSc1ccsc1[N+](=O)[O-] (centres undefined) | 1%
CCn1c(-c2cccs2)nc2ccccc21 | 18%
Cc1ccc(NC(=O)CN(c2ccc(C)cc2)S(=O)(=O)c2cccc3nonc23)cc1 | 1%

Continuation.
smiles | HT1080 viability
CC1CCCC(C)N1NC(=O)c1ccc(Cl)c(S(N)(=O)=O)c1 (centres undefined) | 4%
CCOCCc1nnc(NC(=O)C(CC)c2ccccc2)s1 (centres undefined) | -4%
COc1ccccc1N(CC(=O)NC(C)(C)C)C(=O)C1CSC(=O)C1 (centres undefined) | 10%
CCCn1c(Cc2ccccc2)nnc1SCC(=O)N1CCOCC1 | -2%
CC(C)CN1C(=O)c2ccc(NC(=O)c3ccccc3F)cc2C1=O | -2%
CCCCn1c(SC(C)C(N)=O)nc2cc(C(=O)OC)ccc2c1=O (centres undefined) | -12%
COc1ccccc1CNC(=O)C[n+]1ccccc1 | -7%
O=C(Cc1cccs1)Nc1nnc(COc2ccccc2)s1 | -4%
COc1ccc(-n2ncc3c(NCCN4CCOCC4)ncnc32)cc1 | -1%
CC(C)(C)N1C(=O)c2ccccc2NC(=O)N1Cc1ccc(Br)cc1 | 18%
O=C(Nc1ccc2c(c1)OCO2)Nc1ccc(Cl)cc1Cl | 10%
Cc1nc2nc(NCc3cccs3)nn2c(C)c1Cl | 20%
O=C(c1ccc(Cl)c(S(=O)(=O)NCc2ccccc2)c1)N1CCN(c2ccccn2)CC1 | -4%
COc1ccc(S(=O)(=O)Nc2ccc(F)cc2)c(C)c1C | 10%
Cc1c(NC(=O)C(C)NCC2CCCO2)c(=O)n(-c2ccccc2)n1C (centres undefined) | -11%
Cc1ccc(NC(=O)CCC(=O)NCCO)cc1 | 9%
COc1cccc(C2CC(c3c(-c4ccccc4)c4cc(Cl)ccc4[nH]c3=O)=NN2S(C)(=O)=O)c1OC (centres undefined) | 12%
COc1ccc(CCC(=O)Nc2nc3ccccc3[nH]2)cc1OC | 0%
CCCn1c(=O)[nH]c(=O)c2c1nc(-c1ccc(OC(F)(F)C(F)C(F)(F)F)cc1)n2CCOC (centres undefined) | -14%
O=C(CNC(=O)c1ccc(Br)o1)NCc1ccc2c(c1)OCO2 | 1%
O=C(CN1CCN(C(=O)c2ccco2)CC1)Nc1ccc2c(c1)OCO2 | -1%
Cc1cccc(N(CC(N)=O)C2SC(=O)NC2=O)c1 (centres undefined) | -18%
COc1ccc(-c2nnn(CCc3nn[nH]n3)n2)cc1 | -1%
COc1cccc(NC(=O)COC(=O)CCCc2c[nH]c3ccccc23)c1 | -4%
CC(C)c1ccc(CN2CCC(C(=O)NCc3cccnc3)CC2)cc1 | -8%
O=C(c1ccc(Br)o1)N1CCCc2ccccc21 | 12%
Cc1[nH]c2ccccc2c1Cc1n[nH]c(=S)n1C | 3%
Cc1ccc(Nc2nc(=O)[nH]nc2C)cc1 | 1%
CCOC(=O)C(C(=O)Nc1cccc(C)c1)C1CCCCC1 (centres undefined) | -12%
CCOC(=O)C1=C(C)N(CCCC(=O)O)C(=O)NC1c1ccc(Cl)cc1Cl (centres undefined) | -9%
N#Cc1ccccc1Cn1cc(C#N)c2ccccc21 | 2%
O=C(O)CN1C(=O)SC(Nc2ccc(Cl)cc2)C1=O (centres undefined) | -10%
O=C(COC(=O)c1cccc2ccccc12)Nc1ncc(C(F)(F)F)cc1Cl | -10%
Cc1ccc(C(C)NC(=O)c2ccco2)cc1 (centres undefined) | -5%
CCCOC(=O)c1ccc(Nc2nc(C)cc(=O)[nH]2)cc1 | -3%
O=C(CSc1nc2cccnc2n1Cc1ccccc1)N1CCCC1 | -22%
O=C(Nc1ccc(N2CCOCC2)c(Cl)c1)c1cccnc1Cl | 3%
CCCn1c(SCc2ccon2)nc2ccccc2c1=O | 3%
CC(=O)c1ccc2c3c(cccc13)CC2 | -14%
CC(C)Cn1c(C(C)C)nc([N+](=O)[O-])c1Sc1ccc(Cl)cn1 | 2%
COc1ccc(NC(=O)C2CCN(C(=O)c3cccs3)CC2)cc1OC | -11%
CN(C)c1ncnc2c1ncn2C1OC(CO)C(O)C1O (centres undefined) | 41%
Cc1cnc(NC(=O)c2cc3c(s2)CCCC3)s1 | -6%
N#Cc1c(NC(=O)CSc2ncccn2)oc(-c2ccccc2)c1-c1ccccc1 | 13%
Cc1ccc2c(C)c(C(=O)N(Cc3cccs3)C3CCS(=O)(=O)C3)oc2c1 (centres undefined) | -3%
CCCC1(C(=O)OCC)NC(c2ccc(O)cc2)C2C(=O)N(c3ccc4c(c3)OCCO4)C(=O)C21 (centres undefined) | 12%
Cc1sc(/N=C/c2c(O)ccc3ccccc23)c(C#N)c1C | 1%
CCn1c(SCC(=O)Nc2ccc3c(c2)oc2ccccc23)nnc1-c1ccc(N)cc1 | -12%

In the list so far, 7 contain fluorine:
smiles | HT1080 viability
Cc1c(F)cccc1NC(=O)CSCC(=O)Nc1ccccc1 | -4%
Cc1ccccc1NC(=O)CC(O)(C(F)(F)F)C(F)(F)F | 0%
CCOC(=O)c1ccc(N2C(=O)CC(N3CCC(Nc4ccc(F)cc4)CC3)C2=O)cc1 (centres undefined) | 12%
CC(C)CN1C(=O)c2ccc(NC(=O)c3ccccc3F)cc2C1=O | -2%
COc1ccc(S(=O)(=O)Nc2ccc(F)cc2)c(C)c1C | 10%
CCCn1c(=O)[nH]c(=O)c2c1nc(-c1ccc(OC(F)(F)C(F)C(F)(F)F)cc1)n2CCOC (centres undefined) | -14%
O=C(COC(=O)c1cccc2ccccc12)Nc1ncc(C(F)(F)F)cc1Cl | -10%

Next results
smiles | HT1080 viability
Cc1occc1-c1nnc(SCC(=O)N2CCOCC2)n1CC(C)C | 4%
CC(C)Nc1nc(NC(C)(C)C)nc(Oc2ccc(=O)n(-c3ccccc3)n2)n1 | -8%
COc1ccc(C(=O)Nc2nc3ccccc3[nH]2)cc1S(=O)(=O)N1CCCC1 | -12%
CCn1cc(CNC(=O)CCSc2nc(-c3ccco3)cc(C(F)(F)F)n2)cn1 | -8%
Cc1ccc(NC(=O)CCC(=O)c2cccs2)cc1 | 6%
O=c1c2ccccc2[nH]c(=S)n1CCCN1CCOCC1 | 4%
COc1ccc(N(CC(=O)Nc2ccccc2C(=O)NCc2ccco2)S(C)(=O)=O)cc1 | 4%
COC(=O)CNC(=O)[C@@]1(Cc2ccccc2)C=C[C@@H](C)N1C(=O)c1ccccc1 | -6%
CC(=O)C(=Nc1ccc(Cl)cc1Cl)NNc1cccc(Cl)c1 | 2%
CCNc1nnc(-c2ccncc2)s1 | -10%
COc1ccc(NC(=O)c2sc(SCc3ccccc3)nc2N)cc1 | -10%
Cc1ccc2oc(=O)c3c4cc(O)c(O)c(C)c4oc3c2c1 | 24%

Reprinted at random: 3 entries already listed.
smiles | HT1080 viability
Cc1c(F)cccc1NC(=O)CSCC(=O)Nc1ccccc1 | -4%
CCCOC(=O)c1ccc(Nc2nc(C)cc(=O)[nH]2)cc1 | -3%
COc1ccc(C(=O)Nc2nc3ccccc3[nH]2)cc1S(=O)(=O)N1CCCC1 | -12%

Later entries
smiles | HT1080 viability
Cc1ccccc1-c1noc(-c2ccc(Cl)cc2)n1 | 24%
COC(=O)C1=C(C(=O)OC)SC2(S1)C(C(=O)OC)=C(C(=O)OC)SC1=C2c2cc(C)ccc2NC1(C)C | -15%
O=C(COc1ccc(F)cc1)N1CCC(c2ccccc2)C1 (centres undefined) | -16%
CS(=O)(=O)Nc1ccccc1C(=O)Nc1ccccc1Cl | -3%
CC(=O)Nc1c(C(=O)N2CCCCCC2)cnn1-c1ccccc1Cl | 21%
COC(=O)[C@@H]1C[C@H]1[C@@H](NC(=O)c1ccccc1)c1ccccc1 | -7%
FC(F)(F)c1cnc2c(-c3ccc(Cl)cc3Cl)noc2c1 | 1%
CC1CCc2c(sc3ncnc(SCC(=O)c4ccccc4)c23)C1 (centres undefined) | 4%
Cc1cc(/C=N/NC(=O)CC2(C)OCCO2)c(C)n1-c1cc(Cl)cc(Cl)c1 | 12%
CC(C)(C)c1ccc(S(=O)(=O)CC(O)CSc2nc3c(cc2C#N)CCCC3)cc1 (centres undefined) | 0%
C[N+]1(CCCCCCC(=O)/C=N/O)CCCCCC1 | -10%
CCCCCCNC(=O)c1cc(-c2ccco2)nc2ccccc12 | -8%
Brc1nnc2n1-c1ccccc1Sc1ccccc1-2 | -22%
